# High-throughput results as filed in PubChem.
# UHRF1 binding: UHRF1 methyl-DNA binding inhibition. inhibition, % at 4.4 µM. UHRF1 binding to methylated oligo, TR-FRET. Q96T88. 0.75% of 370,000 active; in the data active = inhibition above about 21%;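 note: UHRF1 SRA domain binding a hemimethylated CpG hairpin DNA probe; 0% = median of test compound wells and 100% = reference inhibitor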
# ASAP1 inh: inhibitors of human ASAP1 ArfGAP activity; Q9ULH1; ASAP1-stimulated ARF1 GTP hydrolysis, GDP FP detection; inhibition, % at 16.5 µM; 0.19% of 360,000 active; AID 624377; in the data active = inhibition above about 25%;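 note: 0% = vehicle with enzyme and substrate and 100% = no enzyme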
# PLCg1 inh: PLC-gamma1 (human) inhibition, primary screen | 0.84% of 370,000 active | purified PLC-gamma1, fluorogenic substrate, fluorescence | inhibition, % at 12.2 µM | AID 720700; in the data active = inhibition above about 9.5%
# DDE Tn6 FP inh: inhibitors of Tn6 peptide binding to human fibrin DD(E) | P02675 | Fibrin DD(E) TRITC-Tn6 fluorescence polarization displacement | inhibition, % at 8.3 µM | 0.21% of 370,000 active;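 active = inhibition above a per-campaign cutoff: mean of compounds within control limits plus 3 SD, cut at about 15% in these data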;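 note: 0% = median of all compound wells on the plate and 100% = blocking peptide control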
# KLK7 zymogen act: activators of human kallikrein-7 zymogen; 0.9% of 370,000 active; purified proKLK7, EDANS-DABCYL substrate fluorescence; 100% is mature enzyme control, 0% vehicle; P49862; AID 652039; activation, % at 7 µM;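 active = activation above the mean of all tested compounds plus 3 SD, computed per campaign excluding outliers beyond control limits, cut at about 13% in these data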
# ARFGAP1 inh: inhibits rat ARF GTPase activating protein 1 | Q62848 | Arfgap1-stimulated ARF1 GTP hydrolysis, GDP FP detection | inhibition, % at 16.5 µM | 0.26% of 360,000 active;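 active = inhibition above a per-plate limit, mean inhibition of low control wells plus 3 SD, cut at about 25% in these data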;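 note: 0% = DMSO wells with enzyme and 100% = wells lacking Arfgap1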
#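 System: truncated rat Arfgap1 GAP domain / Medium: HEPES-based buffer, pH 7.5 / Also added: N-terminally truncated human ARF1-GTP substrate / Incubation: enzyme reaction 120 min at 25 °C after 20 min preincubation / Measured by: FP of antibody-bound GDP Alexa 633 tracer, ex 620/em 688 nm / Replicates: singlicate, each compound tested once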
# MBD2 inh: MBD2-methylated oligo binding inhibition. TR-FRET, MBD2 binding to methylated oligonucleotide. 0.31% of 370,000 active. inhibition, % at 4.4 µM. Q9UBB5; in the data active = inhibition above about 13%
# ADAM17 inh: ADAM17 inhibition, QFRET primary screen; 0.83% of 370,000 active; inhibition, % at 6.95 µM; AID 720648; recombinant ADAM17, EDANS/DABCYL FRET peptide cleavage; P78536;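 active = inhibition above the mean of compounds lying between control limits plus 3 SD, set per campaign, cut at about 8.5% in these data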;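 note: 0% = DMSO-only wells as the low control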
# Tn7 DDE FP: disrupts Tn7 cyclic peptide binding to fibrin D-Dimer-E complex; P02675; FP displacement of FITC-Tn7 peptide from fibrin DD(E); 0% = median of compound wells per plate; inhibition, % at 8.3 µM; 0.13% of 370,000 active;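 active = inhibition above the mean of compounds falling within the control limits plus 3 SD of them, cut at about 14% in these data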;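 note: 0% = plate median of compound wells and 100% = 10 µM Aha-Tn7 peptide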
#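 system = human fibrin DD(E) protein | quantity = DD(E) 2 µM final | medium = Tris/NaCl/CaCl2 buffer, pH 7.8 | also added = labelled Tn7 tracer, 0.1 µM | compound dosing = single point at 8.3 µM | timing = compound with protein 10 min, then 3 h after probe, room temperature | signal = FP measurement | benchmarks = Aha-Tn7 high control | repeats = one replicate per compound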
# PLC-beta3 inh: inhibitors of human phospholipase C beta3; Purified PLC-beta3, fluorogenic substrate, fluorescence; inhibition, % at 12.2 µM; 0.18% of 370,000 active; AID 720704; in the data active = inhibition above about 11%;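 note: 0% = median of compound wells on plate and 100% = full blocker control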
# Target sequence (Q01970 whole entry, looked up): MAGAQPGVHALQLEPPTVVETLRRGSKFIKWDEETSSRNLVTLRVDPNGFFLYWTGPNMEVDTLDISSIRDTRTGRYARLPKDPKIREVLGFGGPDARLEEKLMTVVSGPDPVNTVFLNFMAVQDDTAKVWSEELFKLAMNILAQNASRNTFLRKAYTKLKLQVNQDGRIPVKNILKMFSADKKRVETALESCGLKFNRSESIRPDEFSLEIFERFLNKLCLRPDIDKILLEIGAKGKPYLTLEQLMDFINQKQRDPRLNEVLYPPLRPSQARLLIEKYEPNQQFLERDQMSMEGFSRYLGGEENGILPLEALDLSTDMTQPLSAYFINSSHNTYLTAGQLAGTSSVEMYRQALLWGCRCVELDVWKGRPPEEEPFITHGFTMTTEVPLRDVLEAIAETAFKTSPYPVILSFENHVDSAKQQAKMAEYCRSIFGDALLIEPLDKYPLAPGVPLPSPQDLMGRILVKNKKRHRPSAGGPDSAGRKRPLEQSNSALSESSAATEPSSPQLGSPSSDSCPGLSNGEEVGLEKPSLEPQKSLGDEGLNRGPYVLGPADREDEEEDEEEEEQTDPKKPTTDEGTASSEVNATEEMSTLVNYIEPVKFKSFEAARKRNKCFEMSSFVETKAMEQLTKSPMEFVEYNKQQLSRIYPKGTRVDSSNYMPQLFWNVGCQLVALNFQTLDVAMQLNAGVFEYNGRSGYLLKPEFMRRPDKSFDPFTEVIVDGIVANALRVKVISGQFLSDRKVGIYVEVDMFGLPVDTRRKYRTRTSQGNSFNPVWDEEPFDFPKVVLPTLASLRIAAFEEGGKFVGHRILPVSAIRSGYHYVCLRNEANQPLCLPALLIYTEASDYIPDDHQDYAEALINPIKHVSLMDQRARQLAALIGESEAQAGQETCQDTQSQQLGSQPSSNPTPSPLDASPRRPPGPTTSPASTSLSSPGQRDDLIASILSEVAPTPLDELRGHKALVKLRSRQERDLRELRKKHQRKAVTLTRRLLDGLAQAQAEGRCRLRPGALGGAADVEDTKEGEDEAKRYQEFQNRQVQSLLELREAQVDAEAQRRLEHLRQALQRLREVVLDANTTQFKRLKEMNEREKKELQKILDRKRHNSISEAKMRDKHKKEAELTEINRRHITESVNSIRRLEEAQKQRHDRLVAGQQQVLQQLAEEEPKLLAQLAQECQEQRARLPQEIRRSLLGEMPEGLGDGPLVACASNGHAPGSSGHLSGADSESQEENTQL
# * = called active by the depositor; i = inactive. The list is partial; rates above refer to the full screens.
SMILES,UHRF1 binding,ASAP1 inh,PLCg1 inh,DDE Tn6 FP inh,KLK7 zymogen act,ARFGAP1 inh,MBD2 inh,ADAM17 inh,Tn7 DDE FP,PLC-beta3 inh
CC(C)n1c(=O)c(C=Nc2ccc(Cl)cc2)c(O)n(Cc2ccco2)c1=O,2,11,-8,-2,-3.4,0,1,0,4,-11
O=C(CCC(=O)N1CCC2(CC1)OCCO2)Nc1nnc(C(F)(F)F)s1,-1,-8,1,-2,0.3,5,1,1,1,1
CCOc1ccc(NC(=O)CCNC(=O)N2C[C@H]3C[C@@H](C2)c2cccc(=O)n2C3)cc1,-1,7,0,7,0.3,5,-2,0,0,3
CCCCn1nnnc1C(c1cccc2ccccc12)N1CCC2(CC1)C(=O)NCN2c1ccccc1 (configuration not stated),-3,7,2,6,0.4,0,-10,0,-4,0
CN(C)C1(CNC(=O)c2ccc(Cl)c(S(=O)(=O)NCc3ccco3)c2)CCCCC1,-2,10,-2,-5,-0.7,0,-3,-2,1,-2
CC(NC1CCCCC1)C(O)C12CC3CC(CC(C3)C1)C2 (configuration not stated),5,-2,4,-3,-0.5,8,1,-1,-4,2
Clc1ccc2c(c1)C(c1ccccc1Cl)=NCc1nncn1-2,0,-1,-1,-5,0.1,-2,-5,-5,-5,2
COc1ccc2c(C)c(CC(=O)N3C[C@H]4C[C@@H](C3)c3cccc(=O)n3C4)c(=O)oc2c1C,-3,-2,-282,1,-15,-8,-8,i,11,-360
Cc1c(OC(=O)N(C)C)ccc2c1O/C(=C\c1ccco1)C2=O,4,-1,-42,-4,4.2,8,2,-1,0,-67
O=C1CCC2(O)C3Cc4ccc(O)c5c4C2(CCN3Cc2ccoc2)C1O5 (configuration not stated),3,-4,-9,0,0.7,2,4,-4,-4,-8
O=c1[nH]c(O)c(C=NC2CCCCC2)c(=O)[nH]1,-2,-9,2,-1,-0.5,2,0,-2,3,-3
CCN(CC)CCCN=Cc1c(O)n(-c2ccccc2F)c(=O)[nH]c1=O,0,12,-3,-4,0.4,-10,2,-4,-1,-1
C=CCn1c(O)c(C(C)=Nc2ccc(N(CC)CC)cc2)c(=O)[nH]c1=O,-3,-9,-2,-10,-0.3,-3,1,3,-14,-4
CCN(CC)CCOC(=O)c1ccc(N=Cc2c(O)[nH]c(=O)[nH]c2=O)cc1,-2,4,3,6,-0.1,4,-7,-2,-1,-2
C/C(=N/OC(=O)N(C)C)c1ncc(C(F)(F)F)cc1N1CCOCC1,0,-11,-19,-1,-0.6,-9,4,-26,3,-17
CCCn1c(C(=O)c2ccc(OC)cc2)nc2ccccc21,2,10,-11,-3,0.7,4,0,-1,5,-55
c1ccc2oc(-c3ccc4c(c3)CNCc3cnnn3-4)cc2c1,2,-14,-129,3,22*,9,-1,-245,9,-183
Cc1ccc(N2C(=O)NC(=O)/C(=C\c3cccn3C(C)(C)C)C2=O)cc1,-1,0,-8,5,-0.7,2,-6,-3,5,-6
Cc1nn(Cc2ccccc2)c(C)c1C(=O)OCC(=O)Nc1cc(S(C)(=O)=O)ccc1Cl,0,3,-3,1,-0.1,-14,-3,4,-2,-3
Clc1ccccc1N1CCN(Cc2ccc3c(c2)OCO3)CC1,1,-5,-1,2,-0.6,-5,-5,0,0,-5
Cc1cccc(N2C(=O)NC(=O)C3(Cc4cc(C)ccc4N(C)C3)C2=O)c1 (configuration not stated),0,3,0,-5,0.0,-4,-4,-2,-8,-1
O=C(Cn1cnc2sc3c(c2c1=O)CCCC3)NCCC(=O)N1CCC2(CC1)OCCO2,2,1,9.7*,-6,0.3,16,1,-4,0,0
COCCOC(=O)c1c(N)n(Cc2ccc(OC)cc2)c2nc3ccccc3nc12,-3,10,i,-1,-47,6,-5,i,4,i
C[C@]1(O)CCC2C3CC[C@H]4C[C@@H](OC(=O)CNC(=O)CN)CC[C@]4(C)C3CC[C@@]21C (some centres not stated),-1,7,4,0,0.7,-9,1,-4,1,1
O=C(Nc1nccs1)c1c(O)c2c(n(Cc3ccco3)c1=O)CCCC2,-1,-5,0,10,0.8,-3,-2,-5,5,-7
COc1cc(C[C@@H](C)N)c(OC)cc1I,1,14,2,-3,0.3,11,0,-1,3,4
COC(=O)C1=C(c2cccc(OC)c2OC)C[C@@H]2CC[C@H]1N2C(=O)NCC1CC1,0,-24,-2,2,-0.1,0,2,-6,12,-2
N#CC(C#N)=C(N)c1cccnc1,-1,-11,3,3,0.6,-4,-2,0,3,1
CCOC(=O)C1=C(N)OC2=C(C(=O)CCC2)[C@]12C(=O)N(CC(N)=O)c1ccccc12,-3,10,0,3,0.2,12,1,0,-5,-8
COc1cc(OC)c(C=O)c(OC(=O)N(C)C)c1,1,-13,2,4,0.1,-3,4,1,2,4
CC1CC(C)OP(=O)(OCCC#N)O1 (configuration not stated),6,8,4,2,-0.1,-1,6,-6,5,-3
Cc1ccc(C(c2nnnn2Cc2ccccc2)N2CC=C(c3ccc(F)cc3)CC2)cc1 (configuration not stated),-1,-1,0,-1,0.0,-2,1,-5,-1,-2
COc1ccc(CN2CCN(c3ccccc3F)CC2)cc1O,1,3,4,-3,-0.1,5,-1,5,-6,4
CCN(CC)c1ccc(N=Cc2c(O)n(-c3ccccc3)c(=O)[nH]c2=O)cc1,3,7,-12,6,0.2,9,-4,-1,-1,-17
COC(=O)C1=C(c2cccc(C#N)c2)C[C@@H]2CC[C@H]1N2C(=O)NCCCOC(C)C,5,-2,-1,-5,0.4,11,-1,-2,-6,1
Cc1ccc(-c2nc(CS(=O)CC(=O)N3CCC4(CC3)OCCO4)c(C)o2)cc1 (configuration not stated),0,-7,-1,-1,0.2,-2,4,-1,-2,0
C=CC[C@@H](C)CC(=O)C(CCCN=[N+]=[N-])SOOc1ccccc1 (some centres not stated),-3,-4,-1,-7,0.4,9,4,-1,-4,1
CCc1nn(CC(=O)N2CCC3(CC2)OCCO3)c(=O)c2cc3ccccc3n12,-5,-2,-13,-3,1.9,5,-8,-18,2,-19
COC(=O)C1=C(c2ccc(S(C)(=O)=O)cc2)C[C@@H]2CC[C@H]1N2C(=O)NCc1ccc(C(F)(F)F)cc1,3,-1,1,-1,0.1,9,4,-6,-5,2
CN(C)C(=O)Oc1ccc2ccccc2c1Cl,3,-9,-4,-4,0.1,5,4,-6,3,0
COc1cccc(C(=O)C2CN(C)CC2c2ccc(Cl)cc2)c1 (configuration not stated),70*,-17,3,-9,0.2,2,2,0,-7,-2
CCCCP(=O)(O)CCC(=O)O,1,6,0,3,-0.3,-4,-1,-7,1,0
COP(=O)(OC)C(NC(=O)C(C)(C)C)=C(Cl)Cl,0,10,-1,2,0.8,4,4,-4,4,0
C=CCC1(CCCCC)C(=O)NC(=S)NC1=O,0,-6,0,-2,0.6,-2,-2,-4,9,0
COc1ccc(CCNCc2ccsc2)cc1OC,2,3,-1,1,-0.6,-10,2,-6,2,-6

# 13 of the compounds above, with bars between the fields:
canonical_smiles | UHRF1 binding | ASAP1 inh | PLCg1 inh | DDE Tn6 FP inh | KLK7 zymogen act | ARFGAP1 inh | MBD2 inh | ADAM17 inh | Tn7 DDE FP | PLC-beta3 inh
CC(C)n1c(=O)c(C=Nc2ccc(Cl)cc2)c(O)n(Cc2ccco2)c1=O | 2 | 11 | -8 | -2 | -3.4 | 0 | 1 | 0 | 4 | -11
O=C(CCC(=O)N1CCC2(CC1)OCCO2)Nc1nnc(C(F)(F)F)s1 | -1 | -8 | 1 | -2 | 0.3 | 5 | 1 | 1 | 1 | 1
CCOc1ccc(NC(=O)CCNC(=O)N2C[C@H]3C[C@@H](C2)c2cccc(=O)n2C3)cc1 | -1 | 7 | 0 | 7 | 0.3 | 5 | -2 | 0 | 0 | 3
CCCCn1nnnc1C(c1cccc2ccccc12)N1CCC2(CC1)C(=O)NCN2c1ccccc1 (configuration not stated) | -3 | 7 | 2 | 6 | 0.4 | 0 | -10 | 0 | -4 | 0
CN(C)C1(CNC(=O)c2ccc(Cl)c(S(=O)(=O)NCc3ccco3)c2)CCCCC1 | -2 | 10 | -2 | -5 | -0.7 | 0 | -3 | -2 | 1 | -2
CC(NC1CCCCC1)C(O)C12CC3CC(CC(C3)C1)C2 (configuration not stated) | 5 | -2 | 4 | -3 | -0.5 | 8 | 1 | -1 | -4 | 2
Clc1ccc2c(c1)C(c1ccccc1Cl)=NCc1nncn1-2 | 0 | -1 | -1 | -5 | 0.1 | -2 | -5 | -5 | -5 | 2
COc1ccc2c(C)c(CC(=O)N3C[C@H]4C[C@@H](C3)c3cccc(=O)n3C4)c(=O)oc2c1C | -3 | -2 | -282 | 1 | -15 | -8 | -8 | i | 11 | -360
Cc1c(OC(=O)N(C)C)ccc2c1O/C(=C\c1ccco1)C2=O | 4 | -1 | -42 | -4 | 4.2 | 8 | 2 | -1 | 0 | -67
O=C1CCC2(O)C3Cc4ccc(O)c5c4C2(CCN3Cc2ccoc2)C1O5 (configuration not stated) | 3 | -4 | -9 | 0 | 0.7 | 2 | 4 | -4 | -4 | -8
O=c1[nH]c(O)c(C=NC2CCCCC2)c(=O)[nH]1 | -2 | -9 | 2 | -1 | -0.5 | 2 | 0 | -2 | 3 | -3
CCN(CC)CCCN=Cc1c(O)n(-c2ccccc2F)c(=O)[nH]c1=O | 0 | 12 | -3 | -4 | 0.4 | -10 | 2 | -4 | -1 | -1
C=CCn1c(O)c(C(C)=Nc2ccc(N(CC)CC)cc2)c(=O)[nH]c1=O | -3 | -9 | -2 | -10 | -0.3 | -3 | 1 | 3 | -14 | -4

# (continued)
SMILES,UHRF1 binding,ASAP1 inh,PLCg1 inh,DDE Tn6 FP inh,KLK7 zymogen act,ARFGAP1 inh,MBD2 inh,ADAM17 inh,Tn7 DDE FP,PLC-beta3 inh
C=CCn1c(O)c(C(CC)=NCCN2CCN(C(=S)NC)CC2)c(=O)[nH]c1=O,1,-1,1,3,-0.5,20,-7,0,-8,-3
CCN1CCC2(CC1)NC(=O)c1ccccc1O2,0,2,1,2,0.2,11,1,0,-3,2
CCOc1ccc(N=Cc2c(O)n(-c3ccc(C)c(C)c3)c(=O)[nH]c2=O)cc1,1,5,0,5,0.4,-2,5,-2,1,-4
O=C1/C(=C\c2cccnc2)N2CCC1CC2,-1,10,0,-3,-0.1,-2,-7,-6,-1,-6
C[N+]1(CC2COC(c3ccco3)O2)CCCCC1 (configuration not stated),4,10,8,9,-0.2,8,4,1,-8,-2
